Bioassay records from PubChem BioAssay.
OX1R antag-1 = OX1R (HCRTR1) antagonists, primary screen, fluorescence, CHO/OX1R cells, Fluo-8 calcium, orexin A. Fluo-8 calcium fluorescence. 330,000 compounds, 0.43% hits. AID 434989, 2010. inhibition, % at 5 µM;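 active means inhibition above its plate's threshold, mean inhibition of all tested compounds on the plate plus 3 SD, cut at about 37% in these data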;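 further: 0% = orexin A challenge wells and 100% = SB-334867-A antagonist wells; not every result past the cut was called active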
Target sequence (O43613 whole entry, looked up): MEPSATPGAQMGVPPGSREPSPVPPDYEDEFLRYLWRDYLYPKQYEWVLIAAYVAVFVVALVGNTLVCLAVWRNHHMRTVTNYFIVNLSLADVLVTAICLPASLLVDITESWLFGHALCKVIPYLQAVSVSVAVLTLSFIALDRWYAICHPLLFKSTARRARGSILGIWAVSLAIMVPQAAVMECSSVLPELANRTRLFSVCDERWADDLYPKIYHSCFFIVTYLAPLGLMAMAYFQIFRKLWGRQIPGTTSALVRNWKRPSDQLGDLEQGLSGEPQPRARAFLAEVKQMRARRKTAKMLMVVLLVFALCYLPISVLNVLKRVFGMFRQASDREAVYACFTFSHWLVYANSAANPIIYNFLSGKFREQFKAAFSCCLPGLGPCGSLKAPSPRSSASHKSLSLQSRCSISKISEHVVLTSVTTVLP
STK33 kinase inh = inhibitors of purified STK33 kinase, primary screen, biochemical, ADP-Glo luminescence, homogeneous, cell-free; MBP phosphorylation; inhibition, % at 10 µM; 320,000 compounds, 0.073% hits;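 active means inhibition at or above 25%, using the most active replicate where run in duplicate; inactive means inhibition below 25%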
Target sequence (Q9BYT3 whole entry, looked up): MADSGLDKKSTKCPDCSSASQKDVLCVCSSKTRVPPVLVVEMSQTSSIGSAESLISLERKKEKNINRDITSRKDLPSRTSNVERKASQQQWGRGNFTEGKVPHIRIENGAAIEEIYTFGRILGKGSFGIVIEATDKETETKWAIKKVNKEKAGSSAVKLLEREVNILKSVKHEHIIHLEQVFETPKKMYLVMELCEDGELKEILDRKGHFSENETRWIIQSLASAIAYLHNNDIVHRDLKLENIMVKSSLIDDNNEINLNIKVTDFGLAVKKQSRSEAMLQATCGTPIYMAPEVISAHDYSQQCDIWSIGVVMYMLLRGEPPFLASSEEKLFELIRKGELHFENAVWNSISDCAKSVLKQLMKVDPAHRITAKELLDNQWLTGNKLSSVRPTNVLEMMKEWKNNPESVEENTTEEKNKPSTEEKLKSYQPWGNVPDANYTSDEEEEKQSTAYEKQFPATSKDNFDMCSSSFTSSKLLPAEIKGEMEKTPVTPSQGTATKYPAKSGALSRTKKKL
OX1R antag-2 = antagonists of human orexin 1 receptor (OX1R); OX1R-expressing cells, FRET antagonist read-out; 330,000 compounds, 1.8% hits; Orexin/Hypocretin receptor type 1 (Homo sapiens), O43613; AID 485270, 2010; inhibition, % at 6.6 µM; in the data active means inhibition mostly above about 38%, no sharp cut-off; inactive means mostly below about 40%;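 further: 0% = agonist challenge alone and 100% = reference antagonist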
Starred values were filed as active, the others as inactive; . = no result given.

SMILES	OX1R antag-1	STK33 kinase inh	OX1R antag-2
CCOc1ccc(NS(=O)(=O)c2cc(C(=O)NCC3CCCO3)ccc2Cl)cc1 (configuration not stated)	-18	.	29
CCOC(=O)C1(Cc2ccc(Cl)cc2)CCN(Cc2cnc(N)nc2)CC1	-19	-0.2	27
O=C(Cn1c(=O)oc2cc(S(=O)(=O)N3CCCC3)ccc21)N1CCN(c2ccccc2)CC1	-3	-1.7	7
O=C(O)C1CC=CCC1C(=O)Nc1ccccc1C(=O)N1CCN(c2ccccc2)CC1 (configuration not stated)	-5	-0.5	5
CCN(CC)c1ccc2cc(C(=O)NCc3ccc(F)cc3)c(=N)oc2c1	-17	0.4	13
Cc1noc(C)c1COc1ccc(C(=O)OCC(=O)N2CC3(C)CC2CC(C)(C)C3)cc1 (configuration not stated)	-17	-0.1	14
C=CCc1cc(Cl)ccc1OCCCn1ccnc1	-34	0.9	13
Cc1cc2c(cc1S(=O)(=O)N1CCCC1)n(C)c(=O)c(=O)n2C	9	-1.4	3
N#Cc1nnn(-c2ccc(Cl)cc2)c1N	-26	-0.4	3
O=C(c1ccc(Cl)cc1)C1CCN(C(=O)c2ccccc2)CC1	-10	1.1	16
COCCN1C(=O)N[C@@H](c2ccccc2)[C@@H](C(=O)OC)[C@H]1C	-28	1.0	22
O=C(CSc1nc2[nH]ncc2c(=O)n1-c1ccccc1)c1ccc2c(c1)OCCO2	-5	-1.7	17
CCCCN(C)C(=O)C1CCCN(S(=O)(=O)c2ccc3c(c2)CC(C)N3C(=O)C2CC2)C1 (configuration not stated)	-22	0.2	10
Cc1cccc(OCc2nnc(SCC(=O)OC3CCCCC3)o2)c1	-15	-0.1	21
C=C1CCN([C@@H](C)C(=O)NCCCCCC)S(=O)(=O)c2ccccc21	-16	1.5	32
Cc1ccc(NC(=O)Nc2c(C)n(C)n(-c3ccccc3)c2=O)cc1	-12	-0.1	-4
O=C(O)c1cc(-c2ccccc2Cl)n(-c2ccccc2)n1	-14	-1.2	8
O=C(COC(=O)c1ccc(Br)o1)NCC1CCCO1 (configuration not stated)	11	0.3	2
CC(C)(O)C#Cc1ccc(CN2CCN(Cc3ccccc3)C(CCO)C2)s1 (configuration not stated)	-22	-0.7	14
CC(C)(C)C(=O)NC(NC(=O)C(C)(C)C)c1ccc([N+](=O)[O-])cc1	-7	-1.7	33
O=C(N/N=C/c1ccc(-c2cccc([N+](=O)[O-])c2)o1)c1ccc([N+](=O)[O-])cc1	-16	-1.0	33
CCOc1ccc(N(CC(=O)NCCc2ccccc2)C(=O)CCC(=O)Nc2nccs2)cc1	-17	-0.2	4
CCn1c(Nc2ccccc2Cl)nc2ccccc21	-18	-2.1	36
O=C(Nc1ccc(Oc2ccc(NC(=O)C3CCCO3)cc2)cc1)C1CCCO1 (configuration not stated)	-11	-2.0	-3
O=C(O)CCNS(=O)(=O)c1ccccc1C(F)(F)F	-3	-0.4	21
Cc1onc(-c2c(Cl)cccc2Cl)c1C(=O)N1C=CC(C(F)(F)F)=NCC1	-3	-0.3	7
O=C(Cc1ccccc1[N+](=O)[O-])OCC(=O)c1ccccc1Br	9	-0.7	5
Cc1nc(N2CCC(C(N)=O)CC2)c2nnn(Cc3ccccc3)c2n1	-23	-1.0	6
O=C(NC(Cc1ccccc1)C(=O)O)c1ccc(S(=O)(=O)N2CCCCC2)cc1 (configuration not stated)	-8	0.3	3
O=C(c1ccc2c(c1)OCO2)N1CCC(Cc2ccccc2)CC1	-5	-4.2	11

Pulled by structure from the entries so far, 4 records:
SMILES	OX1R antag-1	STK33 kinase inh	OX1R antag-2
CCOc1ccc(N(CC(=O)NCCc2ccccc2)C(=O)CCC(=O)Nc2nccs2)cc1	-17	-0.2	4
CCOC(=O)C1(Cc2ccc(Cl)cc2)CCN(Cc2cnc(N)nc2)CC1	-19	-0.2	27
O=C(c1ccc(Cl)cc1)C1CCN(C(=O)c2ccccc2)CC1	-10	1.1	16
O=C(N/N=C/c1ccc(-c2cccc([N+](=O)[O-])c2)o1)c1ccc([N+](=O)[O-])cc1	-16	-1.0	33

Additional records
SMILES	OX1R antag-1	STK33 kinase inh	OX1R antag-2
CCOC(=O)c1c(NC(=O)c2ccc(S(=O)(=O)N(C)CC3CCCO3)cc2)sc2c1CCN(C)C2 (configuration not stated)	-13	-0.2	0
O=C(NC1CC1)c1ccc(S(=O)(=O)NC2CCCCCC2)cc1	-6	-0.1	9
O=[N+]([O-])c1ccc(CN2CCOCCOCCOCC2)cc1	-3	-0.1	34
CN1CCN(C(=O)C2=C[C@@H](c3ccc4c(c3)OCO4)C[C@@H](OCc3ccc(CO)cc3)O2)CC1	-30	5.9	23
O=C(O)c1ccccc1NC(=O)C(Cc1ccccc1)N1C(=O)c2ccccc2C1=O (configuration not stated)	2	-1.1	-3
COc1ccccc1C(C)NC(=O)c1ccc(S(=O)(=O)NCc2ccco2)cc1 (configuration not stated)	-9	-0.1	9
CC(=O)C(C(C)=O)c1c(Cl)c(O)c(O)c2c(C(=O)c3ccccc3)coc12	-8	0.1	34
CCCOC(=O)c1ccc(Oc2c(-c3ccc(O)cc3O)n[nH]c2C)cc1	4	-0.8	2
O=C1NN(c2ccccc2)C(=O)/C1=C\c1ccccc1OCC(=O)N1CCOCC1	4	-0.2	14
Oc1ccc(N2CCN(C(c3ccccn3)c3nnnn3C3CCCC3)CC2)cc1 (configuration not stated)	-19	1.3	16
O=C(NC1CCCCC1)NC1(C(=O)N2CCN3CCCC3C2)CCCCC1 (configuration not stated)	-14	-1.9	5
CC12C(=O)N(Cc3ccco3)C(=O)C1C1c3ccccc3C2c2ccccc21 (configuration not stated)	-22	0.9	17
CC1CCCN(C(=O)COc2ccc(Nc3ccccc3)cc2)C1 (configuration not stated)	-8	-0.5	27
CCN1CCN(Cc2ccc(NC(=O)c3ccc(C)c(NC(=O)c4ccnnc4)c3)cc2C(F)(F)F)CC1	-12	1.1	20
Cc1ccccc1NC(=O)CN1C(=O)c2cccnc2Oc2ccc(Cl)cc21	-23	-1.6	27

Rewritten with bars between the fields: 3 of the compounds above.
mol | OX1R antag-1 | STK33 kinase inh | OX1R antag-2
Cc1noc(C)c1COc1ccc(C(=O)OCC(=O)N2CC3(C)CC2CC(C)(C)C3)cc1 (configuration not stated) | -17 | -0.1 | 14
C=CCc1cc(Cl)ccc1OCCCn1ccnc1 | -34 | 0.9 | 13
Cc1cc2c(cc1S(=O)(=O)N1CCCC1)n(C)c(=O)c(=O)n2C | 9 | -1.4 | 3

New compounds follow:
SMILES	OX1R antag-1	STK33 kinase inh	OX1R antag-2
Cn1c(CSCc2ccc(F)cc2)nnc1SCC(=O)Nc1cccc(C(=O)O)c1	3	2.9	7
O=c1[nH]c(NCCO)nnc1Cc1ccc(Cl)cc1	-19	-1.2	12
Cn1cc(CN2CCC(n3nccc3NC(=O)Cc3ccccc3)CC2)cn1	-15	0.1	16
c1cncc(-c2nn[nH]n2)c1	-14	-1.2	16
Cc1cccc(NC(=O)c2cccc(N3C(=O)CCC3=O)c2)c1	-3	-1.9	4
O=C1C2CCCCN2C(=O)N1CCCCN1CCN(c2ccccc2Oc2ccccc2)CC1 (configuration not stated)	-35	0.9	8
COc1cc(/C=C2\SC(=Nc3cccnc3)NC2=O)cc(OC)c1OC	-17	1.1	10
COc1cc(OC)cc(C(=O)NNC(=O)Cc2cccs2)c1	-12	-0.7	2
COc1cccc(/C(O)=C2/C(=O)C(=O)N(CCN(C)C)C2c2ccccn2)c1 (configuration not stated)	3	0.0	21
COC(=O)[C@H](Cc1ccc(O)cc1)NC(=O)Cn1ccc(NC(=O)OCc2ccccc2)nc1=O	-16	0.9	3
OC(CN1CCc2ccccc2C1)c1ccccc1 (configuration not stated)	-26	-0.8	9
CCOC(=O)Cc1csc(NC(=O)CCCCCN2C(=O)c3ccccc3C2=O)n1	-15	0.3	29
COc1ccccc1C1CCN(Cc2ccc3ccccc3c2)CC1	-21	-0.5	-12
COCCn1c(=O)[nH]c2cc(C(=O)NC(C)C)ccc2c1=O	6	-0.1	1
O=C(Nc1ccc(Cl)cc1Cl)c1ccc2ncsc2c1	-14	-2.3	0
COC(=O)c1cc([N+](=O)[O-])c(-n2ccnc2)c([N+](=O)[O-])c1	-11	-0.5	29
CCN1C(=O)[C@H]2[C@@H](c3ccc(-c4ccc(OC)cc4)c(OC)c3)N[C@@](C)(C(=O)OC)[C@H]2C1=O	-37	0.4	3
CCOc1ccc(CNCc2ccccc2Cl)cc1	-13	-1.9	5
O=C(c1cn(-c2ccccc2)nc1-c1cccnc1)N1CCCC(C(F)(F)F)C1 (configuration not stated)	-8	-0.9	14
O=C(Cn1c(COc2ccccc2)nc2ccccc21)Nc1cccc(Cl)c1	-6	0.2	11
Cc1ccccc1Nc1nc(N)nc(COC(=O)/C=C/c2ccco2)n1	0	0.7	9
CCCCn1c(N)c(N(CCOC)C(=O)COC(=O)CCOc2ccccc2)c(=O)[nH]c1=O	-5	-2.3	7
CC(C)Cc1nc(N2CCN(C(=O)c3ccco3)CC2)c(C#N)c2c1CCC2	-44	-1.4	30
COc1ccccc1-c1sc2ccccc2c1-c1ccc(C(C)=O)cc1	-34	-0.1	23
CCCCCNC(=O)c1ccc2c(=O)n(CCCOCC)c(=S)[nH]c2c1	-13	-1.0	27
COc1cc(C2/C(=C(\O)c3ccc4c(c3)CC(C)O4)C(=O)C(=O)N2c2nnc(C)s2)cc(OC)c1OC (configuration not stated)	-26	-1.1	18
CN1CCN(S(=O)(=O)c2cccc(S(=O)(=O)c3ccc(Cl)cc3)c2)CC1	-19	-0.2	6
O=S(=O)(NC1CCCCC1)c1ccc(N2CCOCC2)nc1	-10	0.0	7
CCCCCc1ccc(S(=O)(=O)Nc2cc(C)ccn2)cc1	-4	0.6	9
CC1CCN(C(=O)c2ccc(S(=O)(=O)N3CCCC3)cc2)CC1	0	-0.5	1

4 successive records already listed, for reference:
SMILES	OX1R antag-1	STK33 kinase inh	OX1R antag-2
CCOc1ccc(NS(=O)(=O)c2cc(C(=O)NCC3CCCO3)ccc2Cl)cc1 (configuration not stated)	-18	.	29
CCOC(=O)C1(Cc2ccc(Cl)cc2)CCN(Cc2cnc(N)nc2)CC1	-19	-0.2	27
O=C(Cn1c(=O)oc2cc(S(=O)(=O)N3CCCC3)ccc21)N1CCN(c2ccccc2)CC1	-3	-1.7	7
O=C(O)C1CC=CCC1C(=O)Nc1ccccc1C(=O)N1CCN(c2ccccc2)CC1 (configuration not stated)	-5	-0.5	5

Later entries.
SMILES	OX1R antag-1	STK33 kinase inh	OX1R antag-2
CCCCC(Br)C(=O)Nc1ccc(S(=O)(=O)Nc2cc(C)nc(C)n2)cc1 (configuration not stated)	-5	-2.1	12
Cc1ccccc1-c1nc2cc(Cl)ccc2c(=O)o1	0	1.0	16
CCOc1c(Br)cc(C2CC(=O)Nc3cc(OC)c(OC)cc32)cc1OC (configuration not stated)	-12	0.0	2
Cc1c(C(=O)O)oc2ccc(S(=O)(=O)N3CC(C)CC(C)C3)cc12 (configuration not stated)	3	0.5	15
COc1cc(CCC(=O)Nc2ccc(S(=O)(=O)N3CCCC3)cc2)cc(OC)c1OC	-34	.	0
COCC1CCN(C(=O)c2ccc3oc(CCCc4ccccc4)nc3c2)C1 (configuration not stated)	-14	-2.0	9
CCCCn1c(N)c(N(CCOC)C(=O)CCC2CCCCC2)c(=O)[nH]c1=O	-24	2.5	3
Cc1cc(=O)n2nc(N3CCCC(C(=O)NCc4ccccc4C)C3)sc2n1 (configuration not stated)	-17	-1.7	10
C[C@H](NC(=O)Cc1cccc2ccccc12)C(=O)N1CCOCC1	3	-1.6	2
COCCN1CCCC(CNCc2cn(C)nc2-c2ccc(Oc3ccccc3)cc2)C1 (configuration not stated)	-31	-0.4	26
COc1ccc(NC(=O)c2ccccc2N(Cc2ccccc2)S(C)(=O)=O)cc1	-7	0.3	9
CC(C)(C)OC(=O)CNC(=O)c1nc[nH]c1C(=O)N1CCNCC1	-4	-0.1	17
O=C(Nc1nccs1)C(=O)c1c[nH]c2ccccc12	-5	-0.6	23
Cc1sc2nc(CN3CCOCC3)[nH]c(=S)c2c1C	-31	-0.7	-17
Cc1oc(C(C)(C)C)cc1C(=O)N1CCN(c2ncccc2C(F)(F)F)CC1	-16	-0.1	2

Brought forward from above: 6 entries; new compounds follow.
SMILES	OX1R antag-1	STK33 kinase inh	OX1R antag-2
COCCN1CCCC(CNCc2cn(C)nc2-c2ccc(Oc3ccccc3)cc2)C1 (configuration not stated)	-31	-0.4	26
COc1ccc(NC(=O)c2ccccc2N(Cc2ccccc2)S(C)(=O)=O)cc1	-7	0.3	9
CC(C)(C)OC(=O)CNC(=O)c1nc[nH]c1C(=O)N1CCNCC1	-4	-0.1	17
O=C(Nc1nccs1)C(=O)c1c[nH]c2ccccc12	-5	-0.6	23
Cc1sc2nc(CN3CCOCC3)[nH]c(=S)c2c1C	-31	-0.7	-17
Cc1oc(C(C)(C)C)cc1C(=O)N1CCN(c2ncccc2C(F)(F)F)CC1	-16	-0.1	2
COc1ccc2nc(SC(C)C(=O)NC3(C#N)CCCCC3)[nH]c2c1 (configuration not stated)	-34	0.3	2
O=C1c2ccccc2C(=O)c2c1cccc2N(CCO)CCO	-18	7.9	59*
CCC1=Nc2cc(C(=O)O)ccc2Sc2ccccc21	-1	-1.9	19
CCn1nc(NS(=O)(=O)c2ccc(F)cc2)c2cc3cccc(C)c3nc21	-17	0.3	16
Cc1onc(-c2c(F)cccc2Cl)c1C(=O)N(C)C1CCCCC1	-19	-1.4	8
O=c1oc2ccccc2cc1-c1nc2c(s1)CCc1ccccc1-2	-11	-1.1	25
CC(NC(=O)c1ccccc1NC(=O)c1ccncc1)c1ccccc1 (configuration not stated)	-22	1.0	10
Cc1cc(CNC(=O)COc2ccc(F)cc2F)c2ccccc2n1	-7	0.4	30
